thrombin 1536 = blocks human thrombin protease activity. P00734. alpha-thrombin, Boc-VPR-AMC fluorogenic substrate cleavage. inhibition, % at 5 µM. 220,000 compounds, 0.26% hits;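 active = inhibition at or above 40%; inactive = inhibition below 40%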;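 also: 0% = enzyme with no compound and 100% = wells without enzyme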
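Material: human alpha-thrombin enzyme / Medium: pH 7.5 Tris (50 mM) with NaCl 150 mM, Tween 20 0.05% / Compound: single-point dosing at 5 µM, 0.2% DMSO / Incubation: enzyme reaction carried out at room temperature / Detection: AMC fluorescence, 355/460 nm / Read-out basis: percent inhibition scaled between no-compound controls and no-enzyme blanks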
PERK inh = inhibitors of human PERK kinase | Q9NZJ5 | CHO PERK-DD fusion, SEAP luminescence translation reporter | inhibition, % at 5.6 µM | 220,000 compounds, 0.17% hits;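 active = inhibition above the mean inhibition of all tested compounds plus 3 SD, set separately per screening campaign, cut at about 2.9% in these data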;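 also: PERK kinase domain activated by AP20187 dimerizer at 100 nM; 0% = DMSO with dimerizer and 100% = rapamycin at 8.4 µM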
Rad51 HR inh = blocks human Rad51 in homologous recombination; Q06609; hRad51 DNA strand exchange, fluorescence dequenching; inhibition, % at 10 µM; 200,000 compounds, 0.085% hits;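 active = inhibition above 40% at the single screening dose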;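 also: 0% = DMSO control wells and 100% = blanks with heterologous ssDNA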
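System: hRad51 filaments on single-stranded DNA; reagent: Fluorescein- and BHQ1-tagged 47-mer duplex; compound dosing: one concentration, 10 µM final; timing: filaments 15 min 37 °C, then compound 30 min; measured by: fluorescein emission 520 nm, excitation 485 nm; benchmarks: per-plate controls and blanks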
FXIIa inh 1536 = blocks human coagulation factor XIIa protease activity; P00748; purified FXIIa, Boc-QGR-AMC fluorogenic substrate, 2 h; inhibition, % at 5 µM; 220,000 compounds, 0.3% hits; AID 800; in the data active = inhibition above about 40%;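 also: 0% = enzyme with no compound and 100% = blank without enzyme; many of its hits are not listed in these tables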
Target sequence (P00748 20-372 limits assumed): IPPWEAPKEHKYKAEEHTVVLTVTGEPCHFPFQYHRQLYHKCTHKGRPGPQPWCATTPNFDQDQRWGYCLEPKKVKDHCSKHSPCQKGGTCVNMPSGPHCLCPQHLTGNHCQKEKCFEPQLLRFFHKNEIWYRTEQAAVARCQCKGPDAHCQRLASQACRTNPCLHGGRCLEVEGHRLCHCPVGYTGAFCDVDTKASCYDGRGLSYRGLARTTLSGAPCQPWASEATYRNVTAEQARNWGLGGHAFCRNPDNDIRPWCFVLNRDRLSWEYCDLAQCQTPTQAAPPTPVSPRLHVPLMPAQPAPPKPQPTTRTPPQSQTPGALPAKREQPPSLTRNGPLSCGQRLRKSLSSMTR
Target sequence (P00748 373-615 limits assumed): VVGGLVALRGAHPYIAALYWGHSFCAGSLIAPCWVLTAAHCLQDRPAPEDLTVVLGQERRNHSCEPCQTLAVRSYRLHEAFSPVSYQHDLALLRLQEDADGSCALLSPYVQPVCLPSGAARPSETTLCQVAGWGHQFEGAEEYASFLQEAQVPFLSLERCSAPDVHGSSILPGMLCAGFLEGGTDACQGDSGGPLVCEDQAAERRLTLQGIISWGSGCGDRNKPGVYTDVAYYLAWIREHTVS
FXIa inh = factor XIa (human) inhibition | P03951 | purified FXIa, Boc-Glu-Ala-Arg-AMC fluorogenic substrate | inhibition, % at 5 µM | 220,000 compounds, 0.14% hits | AID 798;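 active = inhibition of at least 40%; inactive = inhibition below 40%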;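 also: fluorescence of freed AMC excited at 355 nm; 0% = enzyme without compound and 100% = no enzyme blank; many of its hits are not listed in these tables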
m-calpain inh = calpain II (pig) inhibition | purified calpain II, fluorogenic peptide substrate, 30 min | 220,000 compounds, 0.37% hits | AID 1236 | inhibition, % at 16 µM;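 active = inhibition above about 50%, limit read from the data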
KCC2 mod = modulates chloride dependent transport by human KCC2. Q9H2X9. KCC2 cells, thallium flux FluoZin-2 fluorescence. B-score of Tl+ flux slope (higher = more flux/activation; lower = inhibition) at 10 µM. 190,000 compounds, 2.2% hits. AID 1456;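 active = thallium flux slope and its plate-corrected score both differing from the plate sample mean at a set confidence after two filtering rounds, in either direction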;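 also: slope of fluorescence scaled to starting intensity during 10 to 20 s after thallium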
KLK5 inh = blocks human kallikrein 5 protease activity; Q9Y337; recombinant hK5, fluorogenic AMC substrate cleavage; inhibition, % at 5 µM; 210,000 compounds, 0.59% hits; AID 873;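 active = inhibition of 40% or more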;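 also: 0% = enzyme controls without compound and 100% = no-enzyme blanks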
Target sequence (Q9Y337 67-293 limits assumed): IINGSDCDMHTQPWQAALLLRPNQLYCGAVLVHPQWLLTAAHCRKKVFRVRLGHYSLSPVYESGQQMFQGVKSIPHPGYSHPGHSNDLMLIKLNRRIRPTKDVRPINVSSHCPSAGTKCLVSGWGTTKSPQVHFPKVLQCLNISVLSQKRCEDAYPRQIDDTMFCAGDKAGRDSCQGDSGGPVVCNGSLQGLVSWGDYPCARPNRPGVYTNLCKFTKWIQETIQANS
Furin inhibitor = blocks human furin protease activity; P09958; purified furin, fluorogenic substrate cleavage; inhibition, % at 30 µM; 220,000 compounds, 0.061% hits; AID 463115; in the data active = inhibition above about 25%; also: inactives centre near -15
* = called active by the depositor; [ ] = remark or other dose. This is a subset, so the mix of outcomes need not match the whole.

What do the screens show for `O=C(NNC1=NS(=O)(=O)c2ccccc21)c1ccccc1Cl`?
thrombin 1536: -12; PERK inh: -0.7; Rad51 HR inh: -5; FXIIa inh 1536: 2; FXIa inh: -5; m-calpain inh: -26; KCC2 mod: -0.11; KLK5 inh: -3; Furin inhibitor: -22

What do the screens show for `COc1ccc(-c2csc(NC(=O)Cc3cccc4ccccc34)c2C(=O)O)cc1`?
thrombin 1536: -16; PERK inh: 0.8; Rad51 HR inh: 2; FXIIa inh 1536: 8; FXIa inh: 2; m-calpain inh: 2; KCC2 mod: -4.1*; KLK5 inh: 2; Furin inhibitor: -35

Results for Cc1cc(Br)ccc1OCCCCN1CCCCC1 ?
thrombin 1536: -11; PERK inh: 0.4; Rad51 HR inh: 3; FXIIa inh 1536: 1; FXIa inh: -2; m-calpain inh: -11; KCC2 mod: 1; KLK5 inh: -3; Furin inhibitor: -30

Results for COc1ccccc1/C=C1\Oc2cc(OC(=O)N3CCOCC3)ccc2C1=O ?
thrombin 1536: -5; PERK inh: 0.0; FXIIa inh 1536: 10; FXIa inh: 0; m-calpain inh: -75; KCC2 mod: 0.39; KLK5 inh: 2; Furin inhibitor: -24

How did COCCn1c(-c2cc(OC)c(OC)c(OC)c2)nc2oc3cc(OC)ccc3c(=O)c2c1=O do in these assays?
thrombin 1536: 0; PERK inh: 0.2; Rad51 HR inh: 10; FXIIa inh 1536: 11; FXIa inh: -3; m-calpain inh: 10; KCC2 mod: -0.26; KLK5 inh: 0; Furin inhibitor: -7

How did C#CCOCCOCCOCCNc1nc(N2CCOCC2)nc(N2CCN(C(=O)[C@H](Cc3ccc(O)cc3)n3cc([C@@H](N)C(C)CC)nn3)CC2)n1 (stereo partly specified) do in these assays?
thrombin 1536: 1; PERK inh: 0.9; Rad51 HR inh: -5; FXIIa inh 1536: 12; FXIa inh: 0; m-calpain inh: 10; KCC2 mod: 1.1; KLK5 inh: 1; Furin inhibitor: -25

Results for O=C(NNC(=O)C12CC3CC(CC(C3)C1)C2)c1cnccn1 ?
thrombin 1536: -4; PERK inh: 0.0; Rad51 HR inh: -2; FXIIa inh 1536: 9; FXIa inh: 6; m-calpain inh: 12; KCC2 mod: 1.9; KLK5 inh: -23; Furin inhibitor: -10

What do the screens show for `O=C(O)Cc1ccc(C(=O)CSc2ccccc2)s1`?
thrombin 1536: 0; PERK inh: -0.3; Rad51 HR inh: 5; FXIIa inh 1536: 10; FXIa inh: 8; m-calpain inh: 29; KCC2 mod: 0.24; KLK5 inh: -5; Furin inhibitor: -14

What do the screens show for `CCCN(CC#CC(O)(c1ccccc1)c1cccnc1)CCC` (stereo unspecified)?
thrombin 1536: -3; PERK inh: 0.7; FXIIa inh 1536: 6; FXIa inh: 2; m-calpain inh: -1; KCC2 mod: -0.51; Furin inhibitor: -29

What do the screens show for `Cc1ccccc1Cn1nc(C)c(NC(=O)c2cc(CC(C)C)on2)c1C`?
thrombin 1536: 1; PERK inh: -2.0; Rad51 HR inh: 2; FXIIa inh 1536: 8; FXIa inh: 2; m-calpain inh: 3; KCC2 mod: -0.32; KLK5 inh: 1; Furin inhibitor: -14

The closing 2 records of the part before lead into the next:
What do the screens show for `CCCN(CC#CC(O)(c1ccccc1)c1cccnc1)CCC` (stereo unspecified)?
thrombin 1536: -3; PERK inh: 0.7; FXIIa inh 1536: 6; FXIa inh: 2; m-calpain inh: -1; KCC2 mod: -0.51; Furin inhibitor: -29

What do the screens show for `Cc1ccccc1Cn1nc(C)c(NC(=O)c2cc(CC(C)C)on2)c1C`?
thrombin 1536: 1; PERK inh: -2.0; Rad51 HR inh: 2; FXIIa inh 1536: 8; FXIa inh: 2; m-calpain inh: 3; KCC2 mod: -0.32; KLK5 inh: 1; Furin inhibitor: -14

Results for O=C(CCCCCN1C(=O)CCC1=O)Nc1ccc(Br)cc1F ?
thrombin 1536: -11; PERK inh: 1.3; FXIIa inh 1536: 2; FXIa inh: 2; m-calpain inh: 7; KCC2 mod: 0.67; KLK5 inh: -20; Furin inhibitor: -7[20 µM]

How did CCN1C/C(=C/c2ccc(N3CCOCC3)cc2)C(=O)/C(=C/c2ccc(N3CCOCC3)cc2)C1 do in these assays?
thrombin 1536: -9; PERK inh: 0.3; Rad51 HR inh: -218; FXIIa inh 1536: 11; FXIa inh: -3; m-calpain inh: -44; KCC2 mod: -5.4*; KLK5 inh: -3; Furin inhibitor: -2

Results for CCc1ccccc1OCCOc1ccc(C)cc1OC ?
thrombin 1536: -3; PERK inh: 1.2; Rad51 HR inh: -10; FXIIa inh 1536: -13; FXIa inh: -12; m-calpain inh: -7; KCC2 mod: -1.6; KLK5 inh: -13; Furin inhibitor: -27

What do the screens show for `CCCCOc1ccc2c(C)cc(=O)oc2c1OCCCC`?
thrombin 1536: 0; PERK inh: 0.8; Rad51 HR inh: -9; FXIIa inh 1536: 14; FXIa inh: 4; m-calpain inh: -60; KCC2 mod: -0.96; KLK5 inh: 21; Furin inhibitor: -12[20 µM]

How did CCOC(=O)c1sc(=S)n2c1[nH]c(=O)c1ccc(C(=O)OC)cc12 do in these assays?
thrombin 1536: -11; PERK inh: 2.0; Rad51 HR inh: -11; FXIIa inh 1536: 6; FXIa inh: -4; m-calpain inh: -1; KLK5 inh: -7; Furin inhibitor: -1

How did O=C(Cn1cnc2c(oc3ccccc32)c1=O)NCC1CCCO1 (stereo unspecified) do in these assays?
thrombin 1536: 1; PERK inh: -0.1; Rad51 HR inh: -2; FXIIa inh 1536: 16; FXIa inh: 5; m-calpain inh: 11; KCC2 mod: -0.034; KLK5 inh: -6; Furin inhibitor: -15[20 µM]

How did CCC(=O)N(CC)C1=C(O)c2ccccc2C(=O)C1=O do in these assays?
thrombin 1536: 6; PERK inh: 1.6; Rad51 HR inh: -1; FXIIa inh 1536: 20; FXIa inh: 14; m-calpain inh: 6; KLK5 inh: 1; Furin inhibitor: -5[20 µM]

How did COc1ccc(C2OCC3(CO2)SC(=O)NC3=O)cc1 (stereo unspecified) do in these assays?
thrombin 1536: -3; PERK inh: 1.1; Rad51 HR inh: 20; FXIIa inh 1536: 5; FXIa inh: 5; m-calpain inh: 0; KCC2 mod: -0.035; KLK5 inh: -11; Furin inhibitor: -20

How did Cc1ccc(C)c2[nH]c(=O)c(C(c3nnnn3CCc3ccccc3)N3CCOCC3)cc12 (stereo unspecified) do in these assays?
thrombin 1536: -12; PERK inh: -0.1; Rad51 HR inh: 0; FXIIa inh 1536: 16; FXIa inh: 9; m-calpain inh: -115; KCC2 mod: -1.2; KLK5 inh: -19; Furin inhibitor: -19

What do the screens show for `COc1cc(S(=O)(=O)N(Cc2ccco2)C2CCCC2)ccc1-n1cnnn1`?
thrombin 1536: -4; PERK inh: -0.8; Rad51 HR inh: 2; FXIIa inh 1536: -10; FXIa inh: -13; m-calpain inh: -28; KCC2 mod: 0.034; KLK5 inh: -28; Furin inhibitor: -13[20 µM]

How did COc1ccc(NC(=O)CN2CCC(C(N)=O)CC2)cc1 do in these assays?
thrombin 1536: -9; PERK inh: -0.1; Rad51 HR inh: -4; FXIIa inh 1536: 4; FXIa inh: -3; m-calpain inh: -6; KLK5 inh: -2; Furin inhibitor: -24

What do the screens show for `CC(C)C[C@H](NC(=O)Nc1ccc2c(c1)OCCO2)C(=O)O`?
thrombin 1536: -14; PERK inh: 0.2; FXIIa inh 1536: 4; FXIa inh: -1; m-calpain inh: 16; KCC2 mod: 2.3; KLK5 inh: -1; Furin inhibitor: -19

What do the screens show for `COc1cc(C(=O)NCC2(N3CCCCC3)CCCCC2)ccc1OCC(=O)N1CCOCC1`?
thrombin 1536: -1; PERK inh: -0.4; Rad51 HR inh: 4; FXIIa inh 1536: 9; FXIa inh: 1; m-calpain inh: -14; KCC2 mod: -1.2; KLK5 inh: -2; Furin inhibitor: -15

What do the screens show for `CCCC1=NN(C(=O)C(=O)Nc2ccc(Br)cc2)C(O)(C(F)(F)F)C1` (stereo unspecified)?
thrombin 1536: 4; PERK inh: 0.7; Rad51 HR inh: 6; FXIIa inh 1536: 1; FXIa inh: -2; m-calpain inh: 34; KCC2 mod: 0.21; KLK5 inh: -23; Furin inhibitor: -34

Results for O=C(NCc1ccc2[nH]c3c(c2c1)CCCC3)c1ccc(S(=O)(=O)N2CCCCC2)cc1 ?
thrombin 1536: -11; PERK inh: -0.7; Rad51 HR inh: 2; FXIIa inh 1536: 2; FXIa inh: -2; m-calpain inh: -47; KCC2 mod: -0.63; KLK5 inh: -16; Furin inhibitor: -8

What do the screens show for `Cc1ccc(S(=O)(=O)NC(=O)c2cc(C)n(-c3ccc(N(C)C)cc3)c2C)cc1`?
thrombin 1536: -6; PERK inh: 0.0; Rad51 HR inh: 2; FXIIa inh 1536: 4; FXIa inh: -5; m-calpain inh: 16; KCC2 mod: 0.18; KLK5 inh: 10; Furin inhibitor: -2

Results for Cn1c(SCC(=O)N2CCOCC2)nnc1-c1ccccc1 ?
thrombin 1536: -3; PERK inh: 1.4; Rad51 HR inh: 1; FXIIa inh 1536: 9; FXIa inh: -2; m-calpain inh: -15; KCC2 mod: 1.3; KLK5 inh: -3; Furin inhibitor: -21[20 µM]

Results for CN1CC(=O)NC1=NC(=O)c1ccc(Cl)c(S(=O)(=O)N2CCCCCC2)c1 ?
thrombin 1536: -1; PERK inh: 0.3; Rad51 HR inh: 8; FXIIa inh 1536: 13; FXIa inh: 3; m-calpain inh: 15; KCC2 mod: -0.79; KLK5 inh: -25; Furin inhibitor: -28

How did COc1ccc(C(=O)CSc2nc3cccnc3n2C)cc1 do in these assays?
thrombin 1536: -5; PERK inh: -0.8; Rad51 HR inh: 3; FXIIa inh 1536: 8; FXIa inh: 1; m-calpain inh: -4; KCC2 mod: -0.0085; KLK5 inh: -11; Furin inhibitor: -23[20 µM]

Results for O=C(COc1ccc(S(=O)(=O)NC2CCCCC2)cc1Cl)NCc1ccc2c(c1)OCO2 ?
thrombin 1536: -4; PERK inh: 0.4; FXIIa inh 1536: 5; FXIa inh: -27; m-calpain inh: 42; KLK5 inh: 5; Furin inhibitor: -26[20 µM]

What do the screens show for `COc1ccc(C)cc1NC(=O)C1CCCN(S(=O)(=O)c2cccc3nonc23)C1` (stereo unspecified)?
thrombin 1536: 3; PERK inh: -0.4; FXIIa inh 1536: 10; FXIa inh: 5; m-calpain inh: 9; KCC2 mod: -0.67; KLK5 inh: -5; Furin inhibitor: -6

Arranged by SMILES length (ascending): three of the compounds above.
What do the screens show for `CC(C)C[C@H](NC(=O)Nc1ccc2c(c1)OCCO2)C(=O)O`?
thrombin 1536: -14; PERK inh: 0.2; FXIIa inh 1536: 4; FXIa inh: -1; m-calpain inh: 16; KCC2 mod: 2.3; KLK5 inh: -1; Furin inhibitor: -19

What do the screens show for `CCCC1=NN(C(=O)C(=O)Nc2ccc(Br)cc2)C(O)(C(F)(F)F)C1` (stereo unspecified)?
thrombin 1536: 4; PERK inh: 0.7; Rad51 HR inh: 6; FXIIa inh 1536: 1; FXIa inh: -2; m-calpain inh: 34; KCC2 mod: 0.21; KLK5 inh: -23; Furin inhibitor: -34

Results for O=C(NCc1ccc2[nH]c3c(c2c1)CCCC3)c1ccc(S(=O)(=O)N2CCCCC2)cc1 ?
thrombin 1536: -11; PERK inh: -0.7; Rad51 HR inh: 2; FXIIa inh 1536: 2; FXIa inh: -2; m-calpain inh: -47; KCC2 mod: -0.63; KLK5 inh: -16; Furin inhibitor: -8
